# Bioassay records as filed in PubChem.
# MCL1 BIM primary: inhibitors of MCL1 binding to BIM-BH3, primary screen, biochemical, fluorescence polarization. inhibition, % at 10.9 µM. GST-MCL1 / FITC-Bim-BH3 fluorescence polarization. 0.68% of 320,000 active;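 active means inhibition above the mean inhibition of all tested compounds plus 3 SD, set per campaign, cut at about 40% in these data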;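 further: 0% = DMSO wells and 100% = unlabeled Bim-BH3 peptide control; higher means more loss of mP so more displacement of Bim peptide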
# Target sequence (Q07820 whole entry, looked up): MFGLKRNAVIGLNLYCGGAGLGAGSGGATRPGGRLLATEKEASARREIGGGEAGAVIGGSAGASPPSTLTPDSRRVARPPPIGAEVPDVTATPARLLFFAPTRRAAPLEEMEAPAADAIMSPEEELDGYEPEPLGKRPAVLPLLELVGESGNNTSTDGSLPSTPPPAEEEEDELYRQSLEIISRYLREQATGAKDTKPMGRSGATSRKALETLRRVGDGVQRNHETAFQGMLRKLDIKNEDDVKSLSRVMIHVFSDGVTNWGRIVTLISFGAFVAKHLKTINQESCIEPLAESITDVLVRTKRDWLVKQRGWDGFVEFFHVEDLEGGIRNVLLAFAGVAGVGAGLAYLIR
# GLD-1 RNA inh: GLD-1/TGE RNA complex disruptors, primary screen, biochemical, fluorescence polarization. Female germline-specific tumor suppressor gld-1 (Caenorhabditis elegans), Q17339. purified GLD-1 + fluorescein TGE RNA. inhibition, % at 5.96 µM. 0.44% of 320,000 active;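 active means percent inhibition above a per-plate cutoff, the plate mean of test compounds plus 3 SD, cut at about 30% in these data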;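 further: 0% = DMSO wells with GLD-1 and probe and 100% = wells lacking GLD-1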
# MEX-5 binding: MEX-5 zinc finger RNA-binding disruptors – biochemical, C. elegans, fluorescence polarization, MLPCN library, primary screen. AID 1832, 2009. 0.38% of 300,000 active. activity score (negative = inhibition of binding), % at 10 µM. MEX-5/FITC-TCR2 RNA binding; hits give low values. Zinc finger protein mex-5 (Caenorhabditis elegans), Q9XUB2;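 active means inhibition past about -25% in most replicates, and total fluorescence under double the plate's negative control median, limit read from the data; inconclusive means replicates evenly split on the limit, or fluorescence at least double controls; inactive means too little inhibition in most replicates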;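 further: 0% = DMSO and -100% = 5 µM competing unlabeled TCR2 RNA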
# Target sequence (Q9XUB2 whole entry, looked up): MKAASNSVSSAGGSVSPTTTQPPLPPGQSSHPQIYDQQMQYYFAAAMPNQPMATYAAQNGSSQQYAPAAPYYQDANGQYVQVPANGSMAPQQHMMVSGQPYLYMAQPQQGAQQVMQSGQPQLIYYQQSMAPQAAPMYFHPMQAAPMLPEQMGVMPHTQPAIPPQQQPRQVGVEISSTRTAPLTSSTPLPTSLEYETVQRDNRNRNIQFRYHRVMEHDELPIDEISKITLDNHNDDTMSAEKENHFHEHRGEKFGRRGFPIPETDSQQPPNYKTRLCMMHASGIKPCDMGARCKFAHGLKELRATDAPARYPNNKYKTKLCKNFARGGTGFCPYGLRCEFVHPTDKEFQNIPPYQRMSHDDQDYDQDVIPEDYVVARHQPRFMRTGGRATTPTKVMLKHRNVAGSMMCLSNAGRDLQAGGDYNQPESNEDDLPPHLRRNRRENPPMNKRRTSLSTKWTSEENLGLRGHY
# VLA-4 inh: inhibition in human VLA-4 binding assay, primary screen, VLA-4 allosteric modulator project, MLPCN library, flow cytometry, VLA-4 expressing cells; ligand binding flow cytometry; Integrin alpha-4 (Homo sapiens), P13612; inhibition, % (about 7 µM as worked out from the volumes in the protocol); AID 2557, 2010; 0.2% of 330,000 active; in the data active means inhibition above about 50%
# CIT2 TOR yeast: modulators of CIT2-GFP expression in yeast, primary screen, S. cerevisiae, GFP fusion, multiplex flow cytometry, MLPCN library. S. cerevisiae CIT2-GFP strain, 3 h; 100 means same as DMSO wells. GFP response vs DMSO, % at 10 µM. 0.065% of 320,000 active. AID 2029, 2009;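 active means GFP response relative to DMSO above a set limit, near the screen mean plus 3 SD, cut at about 150% in these data; inconclusive means Fewer than 70 cells measured for a yeast strain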;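 further: ratio of well median GFP fluorescence to mean of DMSO wells on the plate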
# GRK2 aptamer HTS: compounds blocking aptamer binding on GRK2 – biochemical, human GRK2, bead flow cytometry, HTS, primary screen; FAM-aptamer displacement from GRK2; inhibition of aptamer binding, % at 10 µM; 0.59% of 330,000 active; Beta-adrenergic receptor kinase 1 (Homo sapiens), P25098;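 active means inhibition of aptamer binding above 40%, roughly 3 SD of noise, on plates passing a quality check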;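 further: median bead fluorescence of bound FAM aptamer so fluorescent compounds give negative values; no value below 0 was filed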
# Fam108B inh: mouse Fam108B serine hydrolase inhibitors, primary screen, counter-screen for RBBP9 inhibitor project, biochemical, fluorescence polarization; recombinant Fam108B, FP-Rh probe fluorescence polarization; inhibition, % at 9.51 µM; 0.33% of 300,000 active; AID 1947, 2009;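 active means inhibition above the screen mean inhibition plus 3 SD, computed separately per campaign, cut at about 18% in these data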;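 further: inhibitors lower polarization as less probe binds the enzyme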
# Bcl-xL primary: inhibitors of human Bcl-xL, primary screen, biochemical, fluorescence polarization, HTS; GST-Bcl-xL / FITC-Bim BH3 peptide fluorescence polarization; inhibition, % at 10.9 µM; 0.7% of 320,000 active;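 active means inhibition above the mean of all tested compounds plus 3 SD, cutoff set per campaign, cut at about 30% in these data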;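 further: 0% = DMSO wells and 100% = unlabeled Bim-BH3 peptide competitor; inhibitors lower millipolarization by displacing the labeled peptide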
# Target sequence (Q07817 whole entry, looked up): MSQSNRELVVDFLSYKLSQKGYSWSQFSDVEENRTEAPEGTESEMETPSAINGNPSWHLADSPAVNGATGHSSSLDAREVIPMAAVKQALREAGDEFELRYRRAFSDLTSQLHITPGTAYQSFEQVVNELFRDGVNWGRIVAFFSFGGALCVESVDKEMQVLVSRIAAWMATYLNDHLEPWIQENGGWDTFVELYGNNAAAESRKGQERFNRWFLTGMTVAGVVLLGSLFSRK
# AGP1-GFP MLPCN: modulators of AGP1-GFP expression in yeast TOR pathway, primary screen, cell-based, multiplex flow cytometry, S. cerevisiae, MLPCN library; GFP response vs DMSO, % at 10 µM; 3 h; GFP as percent of DMSO wells; 0.02% of 320,000 active;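 active means GFP response relative to DMSO above a set limit, near screen average plus 3 SD, cut at about 150% in these data; inconclusive means fewer than 70 cells counted for the yeast strain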;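 further: median GFP channel fluorescence of the gated AGP1 strain per well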
# Numbers without * were called inactive; i = inactive; ? = inconclusive; / = no result given; [ ] = another dose, or the depositor's remark.
compound	VLA-4 inh	AGP1-GFP MLPCN	Bcl-xL primary	Fam108B inh	GLD-1 RNA inh	MCL1 BIM primary	CIT2 TOR yeast	GRK2 aptamer HTS	MEX-5 binding
CCOC(=O)CN1C(=O)C(Sc2n[nH]c(-c3cccc(C)c3)n2)CCc2ccccc21 (centres undefined)	-24	96	5	3	5	8	101	0	2.3
CC1(C)CC(NC(=O)c2ccc(Cl)cc2Cl)CC(C)(C)N1	24	114	-2	-1	3	-9	118	0	-0.2
CCN1C(=O)[C@H]2[C@@H](c3ccc(C)cc3)N3C(=O)N(c4ccc(C(F)(F)F)cc4)C(=O)[C@@]3(Cc3ccccc3)[C@H]2C1=O	42	102	-1	2	-1	-13	107	4	2.9
COc1ccccc1CN(C)c1ccc(S(=O)(=O)N2CCN(C)CC2)cn1	2	96	0	/	7	-2	92	1	/
CCN1CCN(C(=O)Cn2cnc3sc(C)c(S(=O)(=O)N4CCN(c5ncccn5)CC4)c3c2=O)CC1	0	104	5	-1	-2	4	95	0	-0.9
O=C(Nc1ccc(N2CCN(C(=O)c3cccs3)CC2)cc1)c1ccc([N+](=O)[O-])o1	-7	92	/	/	/	/	108	0	-1.2
COc1ccc(CN(C)C(C)C(=O)Nc2ccc(S(=O)(=O)N3CCCCC3)cc2)cc1F (centres undefined)	0	101	-6	/	4	-13	96	72*	/
O=C(O)[C@@H]1CCCN1c1ncnc2sc3c(c12)CCC3	0	98	2	-1	-6	-5	95	2	1.7
COc1ccc(/C=C(/NC(=O)c2ccco2)C(=O)Nc2ccc(C(C)=O)cc2)cc1	6	96	2	3	-6	2	106	1	1.8
COc1ccc(-n2cccc2/C=C/[N+](=O)[O-])cc1	0	77	6	5	-3	7	72	3	0.1
Cc1ccc(-n2nc3c(c2NC(=O)c2ccc4c(c2)OCO4)CS(=O)C3)c(C)c1 (centres undefined)	-13	100	0	3	6	-2	95	2	1.8
N#CCC(=O)Nc1ccc(C(F)(F)F)cc1N1CCOCC1	20	97	-3	-2	-11	-5	95	0	3.0
Cc1cc(C)cc(N(CC(=O)N/N=C/c2ccncc2)S(=O)(=O)c2ccccc2)c1	23	104	4	-2	1	4	103	0	1.5
CCc1ccccc1NCC(=O)Nc1ccccc1C(=O)OC	15	102	3	2	1	-2	106	3	1.6
Cc1cc(C)c(C)c(S(=O)(=O)N2CCNCC2)c1C	12	116	8	-4	-1	3	114	0	-0.3
O=C(O)CSc1nnnn1-c1ccc2c(c1)OCCO2	0	104	2	4	4	3	105	4	-1.0
O=C(Nc1cccc(O)c1)C1CC(c2c(F)cccc2Cl)=NO1 (centres undefined)	10	106	2	-10	2	9	102	4	-0.2
COc1cccc(Oc2cn[nH]c2-c2ccc(OC)cc2O)c1	-11	89	1	3	7	2	89	0	-0.4
CC(C)C(=O)NC(c1cccs1)c1cc([N+](=O)[O-])c2cccnc2c1O (centres undefined)	6	55	5	7	-3	2	109	0	5.5
Nc1nc(SCCOc2ccccc2)n[nH]1	-2	101	2	0	1	1	98	0	-0.4
Cc1ccc(N2CCN(S(=O)(=O)N3CCOCC3)CC2)cc1C	5	/	6	4	9	4	93	0	-0.5
CSCCC(NC(=O)c1ccccc1)C(=O)NNC(=O)c1csc(N2CCOCC2)n1 (centres undefined)	0	105	5	4	3	4	98	2	-2.3
S=C(NCCc1ccccn1)Nc1ccc(Cl)cc1Cl	9	106	-1	-2	5	5	102	1	0.7
O=C(COC(=O)C12CC3CC(CC(Cl)(C3)C1)C2)Nc1ccccc1	21	110	/	/	8	/	77	6	/
O=C(CSCC(=O)N1CCCCC1)Nc1nc(-c2ccccc2)c(-c2ccccc2)s1	14	96	4	-3	7	9	87	1	/
CCN(C(=O)CCc1nnc2ccc(NCc3ccco3)nn12)c1ccccc1	12	124	7	-3	0	4	116	5	-0.6
O=C1C2C3CCCC3=C3CCCC3C2C(=O)N1c1ccc(Cl)cc1 (centres undefined)	10	97	23	10	13	34	90	1	-2.4
COc1cc(COCC(O)CN2CCN(CCN3C(=O)c4cccc5cccc(c45)C3=O)CC2)cc(OC)c1OC (centres undefined)	26	98	7	1	3	2	99	0	-16
COC(=O)C1=NN(C(C)=O)C2(CC(=O)N(c3cc(C)cc(C)c3)C2=O)C1 (centres undefined)	-6	98	4	6	-10	2	97	2	-1.8
COc1ccc(-n2nc(C(=O)NCC(=O)N3CCCCC3)c3ccccc3c2=O)c(OC)c1	10	98	-2	4	-3	1	97	1	0.9
CC(=O)NCCc1ccc(S(=O)(=O)N2CCCC2)cc1	0	106	3	-1	6	8	106	2	2.0
Cc1nnc(SCC(=O)N2CCN(S(=O)(=O)c3ccc(Cl)cc3)CC2)n(N)c1=O	-3	96	7	-2	-1	5	92	2	0.9
COc1nnc(-c2ccc(C)cc2)c2ccccc12	-16	91	/	/	/	/	97	0	1.3
CC(C)n1nc(C(=O)Oc2ccc(Cl)cc2)c2ccccc2c1=O	-6	16[may fluoresce violet]	4	-7	7	6	?	0	-1.8
CCOC(=O)c1c(C)[nH]c(C)c1C(=O)Cn1nnc(-c2ccccc2C)n1	-2	102	1	2	2	2	102	16	-2.0
CC(=O)N1CCN(S(=O)(=O)c2cccc(C(=O)N(Cc3ccccc3)c3ccc(C)cc3)c2)CC1	-21	101	7	2	0	0	92	0	1.4
COc1ccccc1CC1S/C(=N/N=C/c2ccco2)NC1=O (centres undefined)	8	104	-11	-1	5	-12	115	1	-4.7
O=C(COC(=O)c1ccccn1)Nc1c(Cl)cccc1Cl	3	88	3	11	-15	2	97	2	-0.6
CC(=O)Nc1c(-c2ccc3ccccc3c2)nc2ccccn12	10	114	1	0	6	2	123	0	-1.2
O=C(c1ncc[nH]1)c1cccs1	-3	104	-4	1	1	-4	96	0	0.1
COc1ccc(N2CCN(C(=O)CSc3ncccc3-c3nc4ccccc4[nH]3)CC2)cc1	-6	104	4	2	-5	2	91	3	-2.5
c1ccc(-c2noc(-c3cccnc3)n2)cc1	1	93	0	0	-3	-4	97	0	3.2
CC1CCN(C(=O)c2nc[nH]c2C(=O)N2CCc3ccccc3C2)CC1	2	100	2	/	6	2	103	5	/
Cc1ccc(/C(O)=C2/C(=O)C(=O)N(Cc3cccnc3)C2c2ccccn2)cc1 (centres undefined)	-14	103	2	-1	-1	6	/	0	-1.5
CN1/C(=C\C(=O)c2cncc(Br)c2)C(C)(C)c2ccccc21	i	91	11	-15	11	17	96	1	0.1
CCOC(=O)C1CCCN(C(=O)Cc2ccc(Cl)cc2)C1 (centres undefined)	25	82	6	-4	5	3	99	5	2.1
CCN(CC)C(=O)CCc1nnc(Cc2cccc(C(F)(F)F)c2)o1	-7	98	10	1	1	2	99	0	2.6
CC1CCCN(C(=O)COC(=O)c2ccc(=O)n(Cc3ccccc3)n2)C1 (centres undefined)	2	100	-4	0	-4	-11	95	5	-1.1
O=C(CCNS(=O)(=O)c1ccc(Br)s1)N1CCCCC1	-3	105	7	-4	0	10	96	1	0.1
Cc1cc(=O)oc2cc(OCC3CC(c4ccc(N(C)C)cc4)=NO3)ccc12 (centres undefined)	-10	105	-3	5	3	-7	104	0	2.0
CN(c1ccccc1)S(=O)(=O)c1ccc(C(=O)NCc2ccc(F)cc2)cc1	-1	100	/	/	9	/	104	2	/
Cc1ccsc1/C=N/Nc1ccc(Cl)nn1	3	100	8	-1	6	11	103	2	-1.4
CC1Cc2ccccc2N1C(=O)COC(=O)c1ccc(Cl)nc1 (centres undefined)	10	101	0	-3	7	0	97	1	-2.6
CSc1nc(-c2ccccc2)ccc1C(N)=O	4	98	2	2	7	11	112	1	3.0
COc1ccc(CNCc2ccco2)cc1OCc1ccccc1	14	99	6	-5	-3	-1	97	0	1.5
Cc1c(C(=O)N2CCCCC2)sc(N)c1C#N	-22	102	3	-4	0	7	101	0	3.1
Cc1ccc2nc(-c3ccccc3)cc(C(=O)NCCCn3ccnc3)c2c1	-13	96	3	6	8	3	103	0	-0.2
CCc1nnc(N/N=C/c2c(Cl)cccc2Cl)n1N	5	106	3	6	2	1	101	2	-2.1
CCC(=O)N1CCc2cc(Br)cc(S(=O)(=O)Nc3c(C)n(C)n(-c4ccccc4)c3=O)c21	2	94	6	1	-2	-5	94	0	1.8
O=C(CSc1nnc(NC(=O)c2ccco2)s1)Nc1ccccc1Br	-2	100	1	-3	1	-3	105	2	-3.3

# (cont.)
compound	VLA-4 inh	AGP1-GFP MLPCN	Bcl-xL primary	Fam108B inh	GLD-1 RNA inh	MCL1 BIM primary	CIT2 TOR yeast	GRK2 aptamer HTS	MEX-5 binding
CCCC(=O)C1=C(c2ccccc2)C(C#N)(C#N)C(C#N)=C1N	-20	98	9	9	24	3	98	2	-2.7
CC(C)C[C@H](NC(=O)C1CC(=O)N(c2ccc3c(c2)OCCO3)C1)C(=O)NC1CCCC1 (some centres undefined)	-4	100	1	-2	1	-2	103	2	0.2
O=C(NN=C1c2ccccc2-c2ccccc21)c1ccccc1Br	6	112	0	2	8	3	100	2	-0.6
N#CCC(=O)NN=C1CCCCCCCCCCC1	19	103	2	2	-3	1	94	0	-5.4
Cn1c(=O)n(C)c2cc(NS(=O)(=O)c3ccccc3)ccc21	12	97	6	3	-2	-3	99	0	1.2
CCOc1ccc(NC(=S)N2CCC(c3nc4ccccc4[nH]3)CC2)cc1	-5	102	-1	3	-1	2	96	0	1.1
CN(C(=O)c1cccc(NC(=O)C2CCCN(C(=O)OC(C)(C)C)C2)c1)C1CCCC1 (centres undefined)	-4	87	/	/	5	/	85	0	/
COc1cccc(C2NC(=O)NC(C)=C2C(=O)OCC2CCCO2)c1 (centres undefined)	1	109	2	3	7	6	109	0	-3.7
COc1ccccc1N1CCN(C2CCCCC2NS(=O)(=O)c2ccccc2)CC1 (centres undefined)	-3	104	2	-1	-2	5	108	0	0.2
COCC(C)n1c(C)cc(C(=O)Cn2c(=O)oc3ccccc32)c1C (centres undefined)	0	106	6	0	1	-6	104	1	-0.3
COc1ccc(NC(=O)CSc2nc(=O)n(CCN3CCOCC3)c3c2CCC3)c(OC)c1	5	99	1	0	5	-4	99	3	0.3
COc1ccc(S(=O)(=O)NC2CCCCCC2)cc1C(N)=O	-5	126	4	2	4	5	123	0	-1.9
CC1(C)Cc2c(sc(NC(=O)c3ccc4ncsc4c3)c2C(N)=O)C(C)(C)N1	-4	95	-1	-1	4	-5	97	0	-2.5
O=C(CSc1nnc(CNC(=O)c2c(F)cccc2F)o1)Nc1ccc2c(c1)OCCO2	-2	100	3	1	-2	6	95	2	0.2
